Screens as filed in PubChem.
SIAE primary = inhibitors of human sialic acid acetylesterase SIAE; Q9HAT2; SIAE FP-Rh probe binding, fluorescence polarization; inhibition, % at 9.66 µM; actives 0.69% (n = 370,000); AID 1053197;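 active = inhibition above a cutoff: mean of compounds within the control limits plus 3 SD of those, cut at about 17% in these data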;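 note: 0% = plate median of compound wells and 100% = probe without SIAE protein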
DDE Tn7 FP inh = disrupts Tn7 cyclic peptide binding to fibrin D-Dimer-E complex; FP displacement of FITC-Tn7 peptide from fibrin DD(E); 0% = median of compound wells per plate; inhibition, % at 8.3 µM; actives 0.13% (n = 370,000); AID 720508;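 active = inhibition above the mean of compounds falling within the control limits plus 3 SD of them, cut at about 14% in these data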;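 note: 0% = plate median of compound wells and 100% = 10 µM Aha-Tn7 peptide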
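system = human fibrin DD(E) protein | quantity = DD(E) 2 µM final | medium = Tris/NaCl/CaCl2 buffer, pH 7.8 | also added = labelled Tn7 tracer, 0.1 µM | compound dosing = single point at 8.3 µM | timing = compound with protein 10 min, then 3 h after probe, room temperature | signal = FP measurement | benchmarks = Aha-Tn7 high control | repeats = one replicate per compound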
PG9 Ab binder = small molecules binding HIV-1 gp120 antibody PG9; actives 0.43% (n = 360,000); inhibition, % at 6.7 µM; TR-FRET gp120-PG9 antibody binding; AID 624416; in the data active = inhibition above about 8.5%
ABHD4 inh = inhibitors of mouse ABHD4; purified mABHD4, FP-Rh probe fluorescence polarization; actives 0.54% (n = 370,000); AID 720543; Q8VD66; inhibition, % at 8.92 µM;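 active = inhibition exceeding the mean over every tested compound plus 3 SD, cut at about 30% in these data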;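 note: 0% = plate median of compound wells and 100% = S159A mutant with DMSO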
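Assay system: mouse ABHD4 enzyme, wild type / Also added: fluorescent activity-based probe FP-Rh / Doses: single nominal dose of 8.92 µM, 0.89% DMSO final / Timing: 45 min compound pre-incubation plus 60 min probe step, 25 °C / Signal: FP readout, ex 525 nm / em 598 nm / Control set: S159A mutant/DMSO as 100%, compound-well median as 0%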
TCR-CD3 inh = blocks the human TCR-CD3 interaction | TAMRA-labeled TCR probe fluorescence, biochemical | inhibition, % at 9.4 µM | actives 0.37% (n = 360,000) | AID 651800; in the data active = inhibition above about 19%;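 note: recombinant mutant TCR 2C K166C tagged with TAMRA read by polarization; 0% = receptor in buffer alone and 100% = receptor with positive control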
PRMT1 FP inh = inhibitors of human PRMT1; recombinant PRMT1, activity-based probe fluorescence polarization; inhibition, % at 2.79 µM; actives 1.3% (n = 370,000);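 active = inhibition above about 21% made by adding two undisclosed values, limit read from the data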
HTRA1 inh = blocks human HTRA1 serine peptidase | Q92743 | recombinant HTRA1, FP-rhodamine activity-based probe, fluorescence polarization | inhibition, % at 5.96 µM | actives 0.5% (n = 340,000) | AID 504803; in the data active = inhibition above about 36%;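 note: 0% = enzyme with DMSO and 100% = wells lacking enzyme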
UHRF1 MBD2 ctr = UHRF1 methyl-DNA binding inhibition. UHRF1 binding to methylated oligo, TR-FRET. inhibition, % at 4.4 µM. actives 0.75% (n = 370,000); in the data active = inhibition above about 21%;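 note: UHRF1 SRA domain binding a hemimethylated CpG hairpin DNA probe; 0% = median of test compound wells and 100% = reference inhibitor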
Target sequence (Q96T88 whole entry, looked up, the tested form may be a part): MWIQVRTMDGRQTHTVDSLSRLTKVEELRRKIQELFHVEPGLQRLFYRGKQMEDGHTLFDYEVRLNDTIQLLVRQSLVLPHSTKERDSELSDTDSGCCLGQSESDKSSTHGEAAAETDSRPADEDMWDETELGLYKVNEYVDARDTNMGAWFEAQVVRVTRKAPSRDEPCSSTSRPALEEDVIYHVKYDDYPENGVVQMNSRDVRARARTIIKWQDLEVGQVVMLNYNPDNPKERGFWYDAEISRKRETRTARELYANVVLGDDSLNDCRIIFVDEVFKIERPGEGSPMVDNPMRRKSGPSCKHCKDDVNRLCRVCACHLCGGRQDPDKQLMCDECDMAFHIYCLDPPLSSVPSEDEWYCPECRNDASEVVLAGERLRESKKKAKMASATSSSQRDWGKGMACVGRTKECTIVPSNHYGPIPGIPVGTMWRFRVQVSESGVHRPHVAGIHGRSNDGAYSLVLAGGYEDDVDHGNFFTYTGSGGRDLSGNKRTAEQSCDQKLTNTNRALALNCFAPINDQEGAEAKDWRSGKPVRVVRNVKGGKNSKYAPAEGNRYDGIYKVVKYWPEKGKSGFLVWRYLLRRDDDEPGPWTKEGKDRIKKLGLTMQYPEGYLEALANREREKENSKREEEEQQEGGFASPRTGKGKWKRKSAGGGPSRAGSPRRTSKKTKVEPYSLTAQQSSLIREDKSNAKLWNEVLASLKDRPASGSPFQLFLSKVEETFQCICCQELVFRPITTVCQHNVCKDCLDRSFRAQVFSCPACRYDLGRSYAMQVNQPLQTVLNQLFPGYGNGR
LEDGF integ inh = blocks HIV-1 LEDGF/p75-dependent DNA integration | inhibition, % at 3.7 µM | TR-FRET IN-LEDGF/p75 DNA integration, Eu/Cy5 | actives 0.64% (n = 370,000);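 active = inhibition above the screen-wide mean plus 3 SD, cut at about 13% in these data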;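 note: signal is the Cy5 over europium emission ratio at 671 and 618 nm; 0% = plate median of compound wells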
TDP2 inh = TDP2 (human) inhibition, absorbance primary screen; O95551; recombinant TDP2, T5PNP hydrolysis, p-nitrophenol absorbance 415 nm; inhibition, % at 12.8 µM; actives 0.34% (n = 370,000);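 active = inhibition above the mean of all tested compounds plus 3 SD, set per campaign, cut at about 25% in these data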;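 note: 0% = DMSO with enzyme and 100% = buffer with substrate but no TDP2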
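Test system: Human TDP2 enzyme | Reagent: 5 mM T5PNP | Compound dosing: 12.8 µM single point, 1% DMSO | Incubation: Enzyme reaction with compound for 2 h at 37 °C | Technique: p-Nitrophenol epi absorbance | Read-out: % inhibition relative to enzyme-containing and enzyme-free wells | Benchmarks: High control without enzyme, low control DMSO plus TDP2 | Replicates: Singlicate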
* marks the source's active call; other numbers are inactive results; nt = not tested or not shown; & = joins results of further samples. An excerpt (hit frequency here may not be typical).

Every second line gives: SIAE primary	DDE Tn7 FP inh	PG9 Ab binder	ABHD4 inh	TCR-CD3 inh	PRMT1 FP inh	HTRA1 inh	UHRF1 MBD2 ctr	LEDGF integ inh	TDP2 inh
- CCOc1ccc([N+](=O)[O-])cc1CNCCc1ccccc1
    -4	2	-1.6	3	4	2	6	-2	1	3
- Cc1ccc2[nH]c3c(c2c1)CN(C(=O)CN1C[C@H]2C[C@@H](C1)c1cccc(=O)n1C2)CC3
    4	-5	-1.8	4	0	50*	-6	-9	-2	13
- c1cc2c(cc1[C@H]1OC[C@H]3[C@@H]1CO[C@H]3c1ccc3c(c1)OCO3)OCO2
    2	-2	-1.0	-7	2	0	-17	-2	-2	-5
- CCN(CCO)c1ccc(N=Cc2c(O)n(C)c(=S)[nH]c2=O)cc1
    0	-1	-14	14	-3	21*	nt	-1	9	24
- Cn1cnnc1Sc1cc(N2CCNCC2)ccc1[N+](=O)[O-]
    8	-4	-2.6	0	-5	-5	7	-5	1	1
- CC(C)C1(C)N=C(c2nc3ccccc3cc2C(=O)O)NC1=O (stereo unspecified)
    -6	-2	2.1	-12	-5	2	-3	2	2	-5
- O=C1NC(=O)N(c2ccc(F)cc2)C(=O)/C1=C/c1ccc2c(c1)CCCN2Cc1ccccc1
    -22	1	0.4	4	8	1	3	-4	4	-3
- O=C1NC(=O)C2(Cc3ccccc3N3CCCC32)C(=O)N1c1cccc(Cl)c1 (stereo unspecified)
    -7	-4	-1.0	12	6	3	-6	-2	2	-11
- COc1ccc(CN2CCN(C(=O)Cc3ccccc3)CC2)cc1OC
    -1	5	-1.3	10	1	-4	7	0	3	9
- CSc1nc(N2CCN(C)CC2)c2ccccc2n1
    -8	2	0.8	8	-3	-1	3	2	-5	-8
- O=C1NC(=O)C(CCc2ccncc2)(CCc2ccccn2)C(=O)N1c1ccc(Br)cc1 (stereo unspecified)
    4	-4	-1.8	-3	2	0	0	2	1	-13
- CCOc1ccccc1Oc1coc2cc(OC(=O)N(C)C)ccc2c1=O
    -3	4	-1.9	-5	-1	3	-5	3	-4	-10
- O=c1[nH]c(=O)n(-c2cccc3ccccc23)c(O)c1/C=N/N1CCCCC1
    6	5	-1.3	-2	1	2	0	2	2	7
- CCOC(=O)c1ccc(N=Cc2c(O)n(-c3ccc(OC)cc3)c(=S)[nH]c2=O)cc1
    -33	-3	-1.1	1	-39	1	-11	-4	1	-10
- NCCc1c[nH]c2ccccc12
    8	1	-0.8	4	-3	2	-6	0	-2	5
- Cc1cc(OCC(=O)OC(C)(C)C)c2c3c(c(=O)oc2c1)CCC3
    -7	-5	3.1	0	8	0	0	3	3	-4
- COc1ccc(C(c2nnnn2-c2ccc3c(c2)OCCO3)N2CCC3(CC2)C(=O)NCN3c2ccccc2)cc1 (stereo unspecified)
    0	2	-0.2	-13	0	1	nt	-2	2	5
- CCN(CC)CCCOC(=O)C(OC(C)C)(c1ccccc1)c1ccccc1
    -5	0	-0.8	2	-4	-1	0	14	-1	-1
- CSCCC(c1nnnn1Cc1ccccc1)N1CCC2(CC1)C(=O)NCN2c1ccccc1 (stereo unspecified)
    -2	4	-0.6	-10	2	-5	nt	-1	4	-19
- COC(=O)C(O)(c1cn(C)c2ccccc12)C(F)(F)F (stereo unspecified)
    9	-1	-0.2	-4	-5	2	-5	0	-4	4
- CC(=O)N1N=C(c2c(O)n(C)c(=O)n(C)c2=O)CC1c1ccccc1 (stereo unspecified)
    2	0	-4.6	-3	2	0	4	-2	2	-2
- Cc1cccc(C(O)(C(=O)NNC(=O)CN2CCN(C)CC2)c2cccc(C)c2)c1
    4	3	-0.3	3	-4	0	5	1	-2	-8
- CSc1ccc(CN2CCN(Cc3ccccc3Cl)CC2)cc1
    -7	-1	-1.3	12	-8	5	0	3	-7	-3
- Cc1ccccc1-n1c(-c2ccc([N+](=O)[O-])cc2)nc2ccccc2c1=O
    -1	-5	-3.5	2	1	3	-6	-2	3	-3
- Fc1ccccc1CN1Cc2ccccc2-n2nncc2C1
    -5	1	0.5	1	2	0	-1	-2	2	9
- O=C(Cc1ccccc1)N1CCN(Cc2ccccn2)CC1
    6	-6	0.6	8	2	-4	4	-2	2	-5
- CCOc1ccc(-n2c(-c3cccs3)nc3ccccc3c2=O)cc1
    2	7	-3.3	-6	-5	2	2	-2	-2	0
- CCC(=NCc1ccco1)c1c(O)n(-c2ccc(OC)cc2)c(=O)[nH]c1=O
    3	1	-0.2	4	6	-3	-5	1	0	10
- CC1CCCN(c2ccc(C(=O)N3CCC4(CC3)OCCO4)cc2[N+](=O)[O-])C1 (stereo unspecified)
    -10	6	-0.6	1	3	2	7	4	2	-13
- Cn1cccc1/C=C1/C(=O)NC(=S)N(Cc2ccc(F)cc2)C1=O
    12	-2	-4.0	49*	-4	27*	45*	-2	8	7

7 compounds drawn at random from those above, as already listed:
Every second line gives: SIAE primary	DDE Tn7 FP inh	PG9 Ab binder	ABHD4 inh	TCR-CD3 inh	PRMT1 FP inh	HTRA1 inh	UHRF1 MBD2 ctr	LEDGF integ inh	TDP2 inh
- NCCc1c[nH]c2ccccc12
    8	1	-0.8	4	-3	2	-6	0	-2	5
- Cc1cccc(C(O)(C(=O)NNC(=O)CN2CCN(C)CC2)c2cccc(C)c2)c1
    4	3	-0.3	3	-4	0	5	1	-2	-8
- CCC(=NCc1ccco1)c1c(O)n(-c2ccc(OC)cc2)c(=O)[nH]c1=O
    3	1	-0.2	4	6	-3	-5	1	0	10
- CCN(CCO)c1ccc(N=Cc2c(O)n(C)c(=S)[nH]c2=O)cc1
    0	-1	-14	14	-3	21*	nt	-1	9	24
- CCOc1ccc([N+](=O)[O-])cc1CNCCc1ccccc1
    -4	2	-1.6	3	4	2	6	-2	1	3
- CSc1ccc(CN2CCN(Cc3ccccc3Cl)CC2)cc1
    -7	-1	-1.3	12	-8	5	0	3	-7	-3
- Cc1ccc2[nH]c3c(c2c1)CN(C(=O)CN1C[C@H]2C[C@@H](C1)c1cccc(=O)n1C2)CC3
    4	-5	-1.8	4	0	50*	-6	-9	-2	13

(further entries)
Every second line gives: SIAE primary	DDE Tn7 FP inh	PG9 Ab binder	ABHD4 inh	TCR-CD3 inh	PRMT1 FP inh	HTRA1 inh	UHRF1 MBD2 ctr	LEDGF integ inh	TDP2 inh
- CCN(CC)C(=O)N[C@H]1C[C@@H]2c3cccc4[nH]cc(c34)C[C@H]2N(C)C1
    9	-1	-1.1	8	8	15	-5	-6	1	2
- Cc1cc(Cl)ccc1OCCCC(=O)NCc1cccs1
    -5	-1	1.7	-16	4	-1	-9	-3	2	4
- O=c1cccc2n1C[C@@H]1C[C@@H]2CN(CC(O)c2ccc([N+](=O)[O-])cc2)C1 (stereo partly specified)
    1	3	0.6	2	-7	2	-3	1	-4	10
- O=[N+]([O-])[N-][n+]1cnn(Cc2ccccc2)c1
    2	-5	1.4	3	-1	-3	1	-2	4	13
- Cc1cccc(N2C(=O)NC(=O)/C(=C\c3ccc(N4CCOCC4)cc3)C2=O)c1
    -8	-4	-4.5	-2	-11	3	12	-2	2	-11
- N#Cc1ccccc1Cn1cc(C(=O)C2CC2)c2ccccc21
    -4	-8	-1.5	1	7	0	-16	2	1	-4
- COc1cc2nc(N3CCN(C(=O)C4CCCO4)CC3)nc(N)c2cc1OC (stereo unspecified)
    -1&0	2&-6	0.4&-1.2	0&-7	1&0	-4&-7	8&3	7&4	1&0	13&-8
- CN(C)C(CNC(=O)Cc1ccc(Br)cc1)c1ccccc1 (stereo unspecified)
    -4	-5	-1.0	3	6	0	9	-1	0	2
- COc1ccc(-n2nnnc2C(C2CC2)N2CCC(n3c(=O)[nH]c4ccccc43)CC2)cc1 (stereo unspecified)
    -1	0	0.5	2	-12	-4	nt	0	4	-4
- ClC(Cl)(Cl)c1ccccc1
    3	-5	-1.2	-3	6	-1	2	1	-3	5
- COC(=O)C1=C(c2ccc(S(C)(=O)=O)cc2)C[C@@H]2CC[C@H]1N2C(=O)NC(C)C
    -7	-4	-1.1	-3	1	0	-4	1	0	-13
- CC1C2Cc3ccc(O)cc3C1(C)CCN2CC1CC1 (stereo unspecified)
    0	0	0.6	4	2	-4	nt	0	-1	1
- CC1CN=C(NCc2ccncc2)S1 (stereo unspecified)
    2	-5	0.5	1	2	0	1	6	3	8
- COCCn1cc(C(=O)N2CCC3(CC2)OCCO3)c2c3ccccc3n(C)c2c1=O
    7	-3	-2.1	-11	0	0	-1	-2	1	7
- CN1CCN(c2ccc([N+](=O)[O-])c(Sc3nncn3C)c2)CC1
    -1	0	0.2	7	-4	1	1	0	-4	6
- COc1cc(/C=C2/C(=O)NC(=O)N(c3ccc(C)cc3)C2=O)cc(OC)c1OC
    -4	4	-0.1	0	-8	3	4	-1	0	7
- COC(=O)C1C(OC(=O)c2ccccc2)CC2CCC1[N+]2(C)C (stereo unspecified)
    2	-2	-0.9	-1	-2	0	nt	-1	3	1
